Screens (PubChem BioAssay)
Growth percent in the NCI-60 one-dose screen (48 h, 10 µM unless noted): 100 = growth as untreated, 0 = no growth, -100 = all killed.
DU-145 – DU-145 prostate cancer; hit rate 4.2% among 81,000
ACHN – ACHN renal cancer; AID 1794771; hit rate 4.9% among 81,000
TK-10 – TK-10 renal cancer cells. hit rate 3.9% among 81,000. AID 1794769
RXF 393 – RXF 393 renal cancer cells; hit rate 6.9% among 77,000; AID 1794773
UO-31 – UO-31 renal cancer | AID 1794768 | hit rate 5.2% among 81,000
A498 – A498 renal cancer cells; hit rate 5.4% among 76,000
SN12C – SN12C renal cancer cells. hit rate 3.8% among 81,000. AID 1794767
CAKI-1 – CAKI-1 renal cancer; hit rate 4.7% among 75,000
786-0 – 786-0 renal cancer cells. hit rate 5.1% among 81,000
The depositor's hits bear a star; / = not tested or not shown; & = joins results of further samples. How the source made its calls: active means growth percent below 10; inactive means the rest.

Value order: DU-145 | ACHN | TK-10 | RXF 393 | UO-31 | A498 | SN12C | CAKI-1 | 786-0
(1) COCCOC(C)C(/C=N/NC(N)=S)=N/NC(N)=S (stereo not given)
  102 | 67 | 93 | 97 | 79 | 107 | 76 | 83 | 99
(2) COc1cc(-c2c3c(nn2Cc2ccccc2)CCc2cnoc2-3)cc(OC)c1OC
  109 | 91 | 113 | / | 63 | 84 | 87 | 82 | 84
(3) CC(=O)N(C)c1ccccc1C
  131 | 112 | 108 | 114 | 101 | 97 | 99 | 119 | 102
(4) CCCOCC(O)CN1CCN(c2ccccc2)CC1 (stereo not given)
  111 | 101 | 118 | 110 | 82 | / | 111 | 100 | 94
(5) O=C(NCCc1ccccc1)C1CCC(=O)N1Cc1ccc(Br)cc1 (stereo not given)
  109 | 107 | 100 | 106 | 93 | 88 | 104 | 100 | 105
(6) CCOC(=O)CC(=O)CC(=O)OCC
  124 | 119 | 98 | 97 | 75 | 88 | 109 | 120 | 108
(7) Cn1c2c(c3ccc(Cl)c(Cl)c31)C(C#N)C(C)(C)NC2=O (stereo not given)
  106 | 80 | 82 | 76 | 110 | -15* | 94 | 63 | 69
(8) O=C(NNC(=O)c1ccc(-n2cc(-c3ccccc3)nn2)cc1)Nc1cccc2ccccc12
  114 | 96 | 107 | 104 | 79 | 109 | 96 | 91 | 98
(9) Cn1cc(NC(=O)Nc2cc(C(=O)O)n(C)c2)cc1C(=O)O
  121 | 104 | 107 | 9.7* | / | 109 | 90 | 99 | 109
(10) O=C(CNc1ccccn1)Nc1ccccn1
  102 | 94 | 103 | 105 | 79 | 117 | 105 | 84 | 95

A draw from above in order of molecular weight, smallest number first:
Value order: DU-145 | ACHN | TK-10 | RXF 393 | UO-31 | A498 | SN12C | CAKI-1 | 786-0
(3) CC(=O)N(C)c1ccccc1C
  131 | 112 | 108 | 114 | 101 | 97 | 99 | 119 | 102
(9) Cn1cc(NC(=O)Nc2cc(C(=O)O)n(C)c2)cc1C(=O)O
  121 | 104 | 107 | 9.7* | / | 109 | 90 | 99 | 109
(5) O=C(NCCc1ccccc1)C1CCC(=O)N1Cc1ccc(Br)cc1 (stereo not given)
  109 | 107 | 100 | 106 | 93 | 88 | 104 | 100 | 105
(8) O=C(NNC(=O)c1ccc(-n2cc(-c3ccccc3)nn2)cc1)Nc1cccc2ccccc12
  114 | 96 | 107 | 104 | 79 | 109 | 96 | 91 | 98

The results go on.
Value order: DU-145 | ACHN | TK-10 | RXF 393 | UO-31 | A498 | SN12C | CAKI-1 | 786-0
(11) Cc1nn(-c2ccc(Br)cc2)c2nc3c(nc12)C(=O)C(=O)c1ccccc1-3
  124 | 93 | 140 | 111 | 64 | 106 | 96 | 95 | 102
(12) Clc1ccc(-c2ccc(CNCC3CCNCC3)o2)c(-c2ccccc2)c1
  -94* | -97* | -85* | -88* | -95* | 6.3* | -76* | -85* | -90*
(13) CCC1(CC)SC(N)=NC1=O
  109 | 103 | 97 | 115 | 101 | 102 | 107 | 100 | 115
(14) CCCSc1nc(NCCc2c[nH]c3ccccc23)c(C#N)c(-c2ccc(F)cc2)n1
  64 | 59 | 92 | 25 | 69 | 97 | / | 52 | 62
(15) O=C1CCCc2nc(Nc3ccc(S(=O)(=O)Nc4ccc([N+](=O)[O-])cc4)cc3)ncc21
  105 | 104 | 105 | 103 | 87 | 95 | 96 | 90 | 100
(16) C=CCOC1=C(c2ccccc2)[C@H](CCCCC)N(CC=C)C1=O
  103 | 99 | 86 | 99 | 67 | 53 | 90 | 78 | 93
(17) COc1cc(/C=C2/C(=O)Nc3ccc(Cl)cc32)ccc1O
  67 | 74 | 156 | 108 | 55 | 74 | 85 | 59 | 99
(18) C[C@@H](C[C@H](CCOCc1cccnc1)c1ccccc1)c1ccoc1
  102 | 96 | 93 | 101 | 81 | 96 | 100 | 80 | 94
(19) O=C1Nc2ccccc2S/C1=C/c1ccccc1
  102 | 87 | 134 | 97 | 48 | 89 | 88 | 76 | 104
(20) COc1ccc(NC(=O)NN2C(=O)c3ccccc3N(C)C2c2ccc(OC)cc2)cc1 (stereo not given)
  107 | 106 | 97 | 112 | 75 | 108 | 103 | 93 | 66

Value order: DU-145 | ACHN | TK-10 | RXF 393 | UO-31 | A498 | SN12C | CAKI-1 | 786-0
(21) O=C1NC(=O)/C(=C\c2ccncc2)N1
  / | 98 | 105 | 102 | 95 | 94 | 96 | 100 | 106
(22) c1ccc2oc(-c3cnc4nonc4n3)cc2c1
  114 | 82 | 132 | 112 | 63 | 103 | 93 | 87 | 103
(23) N#C/C(=C/c1ccc(O)c(O)c1)C(N)=O
  120 | 104 | 108 | 101 | 117 | 120 | 98 | 135 | 106
(24) N#Cc1cnn(-c2cccc(Cl)c2)c1-n1cccc1
  108 | 105 | 97 | 116 | 87 | 96 | 131 | / | 94
(25) c1nc2c3c(n1)ncn3CCS2
  116 | 99 | 100 | / | 94 | 96 | 92 | 101 | 99
(26) N=C(N)c1ccc(-c2ccc(-c3ccccc3)s2)s1
  -94* | -83* | -62* | -93* | -74* | 32 | -75* | -59* | -37*
(27) Nc1[nH]c(=O)ncc1-c1ccc([N+](=O)[O-])cc1
  114 | 107 | 121 | 106 | 96 | 114 | 109 | 104 | 99
(28) Nc1nc(N)c2nc(CO)cnc2n1
  106 | 98 | 143 | 95 | 92 | 72 | 105 | 76 | 97
(29) Cc1cc(=O)[nH]n1-c1cc(Cl)c(Cl)cc1N
  119 | 112 | 105 | 111 | 81 | 112 | 103 | 99 | 102
(30) COc1ccc(S(=O)(=O)NC(=O)NC2C(O)OC(CO)C(O)C2O)cc1 (stereo not given)
  109 | 105 | 112 | 112 | 89 | 106 | 98 | 96 | 105

Value order: DU-145 | ACHN | TK-10 | RXF 393 | UO-31 | A498 | SN12C | CAKI-1 | 786-0
(31) O=C(Nc1cccc(-n2cc(-c3ccncc3)c(-c3ccc(Cl)c(O)c3)n2)c1)Nc1ccc(Cl)c(Cl)c1
  26 | 13 | 7.2* | 4.5* | 21 | 31 | 18 | 22 | 30
(32) Nc1nc(N)c2c(n1)NC(c1ccc(Cl)cc1)CC(c1ccc(Nc3nc(NCCO)nc(N4CCOCC4)n3)cc1)=N2 (stereo not given)
  86 | 94 | 103 | 61 | 84 | 91 | 82 | 97 | 68
(33) N#Cc1ccc(NC(=O)NN2CCCCCC2)cc1
  118&112 | 110&105 | 139&124 | 121&113 | 94&90 | 120 | 105&107 | 94&120 | 113&111
(34) NC(=S)N/N=C/c1ccc(Cl)cc1
  120 | 108 | 106 | 97 | 95 | 100 | 128 | / | 104
(35) CC1(C)CC(O)(Cc2ccccc2)C(C)(O)c2ccccc21 (stereo not given)
  115 | 100 | 106 | 87 | 77 | 98 | 87 | 88 | 103
(36) COc1ccc(C2N(c3ccccc3)NC(=O)[C@@H]3CCCN23)cc1 (stereo not given in full)
  92 | 51 | 91 | 112 | 66 | 96 | 99 | / | 92
(37) Nc1nc(Cl)c(Cl)nc1C(=O)O
  106 | 109 | 124 | / | 98 | 121 | 93 | 78 | 102
(38) COc1c(O[C@@H]2OC[C@@H](O)[C@H](O)C2O)cc2oc3cc(O[C@@H]4OC[C@@H](O)[C@H](O)C4O)c(CC=C(C)C)c(O)c3c(=O)c2c1CC=C(C)C (stereo not given in full)
  97 | 102 | 97 | 112 | 92 | 96 | 96 | 101 | 88
(39) c1ccc(C2OCCOC2c2ccccc2)cc1 (stereo not given)
  111 | 91 | 102 | 121 | 83 | 92 | 96 | 96 | 98
(40) COc1cc(NC(=O)CSc2nc3ccccc3c(=O)n2-c2ccc(F)cc2)cc(OC)c1OC
  101 | 101 | 110 | 101 | 59 | 28 | 91 | 88 | 93

Values in list order from above:
Nos. 4–13 in SN12C, in turn: 111, 104, 109, 94, 96, 90, 105, 96, -76*, 107
Nos. 4–13 in DU-145, in turn: 111, 109, 124, 106, 114, 121, 102, 124, -94*, 109
Nos. 4–13 in TK-10, in turn: 118, 100, 98, 82, 107, 107, 103, 140, -85*, 97

The listing continues:
Value order: DU-145 | ACHN | TK-10 | RXF 393 | UO-31 | A498 | SN12C | CAKI-1 | 786-0
(41) CCCN(CC)c1ncnc2[nH]ncc12
  / | 85 | 102 | 72 | 79 | 93 | 106 | 87 | 101
(42) CN(C)c1ccc(/C=N/NC(=O)c2ccc(OCc3nc4ccc(Cl)cc4[nH]3)cc2)cc1
  104 | 98 | 100 | 28 | 63 | 120 | 80 | 92 | 88
(43) Cc1ccc(C(=O)N2CCN(C)CC2)cc1C#Cc1cnc2cccnn12
  108 | 89 | 91 | 96 | 84 | 87 | 96 | 90 | 98
(44) O=C(CN1CCOCC1)Nc1nc2c(s1)Nc1ccccc1NC2=O
  90 | 104 | 119 | / | 89 | 123 | 104 | 96 | 99
(45) O=C(Cc1nc2cc(Cl)c(Cl)cc2nc1CC(=O)c1ccccc1)c1ccccc1
  83 | 59 | 119 | 81 | / | 125 | 75 | 69 | 68
(46) CCOC(=O)c1noc2c1CCc1c-2cn(Cc2ccc(OC)c(N)c2)c1-c1ccccc1
  106 | / | 92 | 97 | 73 | 110 | 108 | / | 98
(47) Cc1ccc(NC(=O)N2NC(c3ccc(Cl)cc3)C=C2c2ccccc2)cc1 (stereo not given)
  113 | 110 | 95 | 99 | 88 | 105 | 103 | 91 | 101
(48) Cc1sc2nc(NCc3ccccc3Cl)[nH]c(=O)c2c1C
  98 | 95 | 112 | 94 | 94 | 81 | 94 | 87 | 91
(49) COc1ccc2nc(-c3ccc(-c4noc(-c5ccc(C)cc5)n4)cc3)[nH]c2c1
  103 | 101 | 114 | 98 | 90 | 91 | 103 | 94 | 97
(50) O=C(O)/C=C\C(=O)Nc1ccc(N=Nc2ccc([N+](=O)[O-])cc2)cc1
  89 | 83 | 118 | 89 | 70 | / | 84 | 66 | 92

Value order: DU-145 | ACHN | TK-10 | RXF 393 | UO-31 | A498 | SN12C | CAKI-1 | 786-0
(51) COc1cc(-n2cc(COc3ncnc4c3cnn4-c3ccccc3)nn2)cc(OC)c1OC
  98 | 87 | 93 | 117 | 59 | 62 | 89 | 77 | 87
(52) COc1ccc(/C=N/C2=C(C#N)C(c3ccccc3[N+](=O)[O-])c3ccc4ccccc4c3O2)cc1 (stereo not given)
  100 | 91 | 182 | 109 | 65 | / | 92 | 68 | 101
(53) CCCCCC(=O)NC1C(O)OC(CO)C(O)C1O (stereo not given)
  110 | 108 | / | 102 | 100 | 95 | 102 | 102 | 98
(54) COc1cc(C)c(Br)cc1Br
  113 | 103 | 114 | 107 | 96 | 103 | 110 | 105 | 100
(55) CCOc1nc(-c2ccccc2)cc2c(O)c(C(=O)NN)[nH]c(=O)c12
  120 | 107 | 120 | 108 | 89 | 115 | 109 | 109 | 97
(56) CC1=CC(C)(C)NC(=S)N1c1ccccc1C
  111 | 99 | 101 | 113 | 87 | / | 103 | 102 | 116
(57) c1ccc(C(CN2CCCCC2)Oc2ccccn2)cc1 (stereo not given)
  127 | 106 | 107 | / | 86 | 128 | 107 | 131 | 107
(58) COC1CC(OS(=O)(=O)c2ccc(C)cc2)C(O)C(C)O1 (stereo not given)
  148 | 101 | 98 | 85 | 85 | 108 | 87 | 78 | 162
(59) C#CCOc1ccc(/C=C2/SC(=S)NC2=O)cc1OC
  108 | 95 | 123 | 99 | 75 | 94 | 94 | 94 | 98
(60) NC(=O)c1cnc2ccc(C(=O)/C=C/c3ccc(Cl)cc3)cc2c1Nc1ccc(Cl)cc1
  111 | 101 | 118 | 103 | 92 | 65 | 116 | / | 106

Value order: DU-145 | ACHN | TK-10 | RXF 393 | UO-31 | A498 | SN12C | CAKI-1 | 786-0
(61) CCOC(=O)/C=C/c1sc(-c2ccc(F)cc2)cc1N
  95 | 106 | 90 | 70 | 64 | 61 | 84 | 70 | 96
(62) Cc1ccc(NC(=O)C(F)(F)F)cc1
  116 | 114 | 127 | 97 | 87 | 98 | 101 | 92 | 100
(63) CC1=C(C#N)c2nc3cccnc3c(=O)n2[C@]1(C)O
  108 | 98 | 111 | / | 65 | 106 | 96 | 84 | 99
(64) O=C(NC(Cc1ccccc1)C(=O)O)C(Cl)Cl (stereo not given)
  112 | 100 | 101 | 115 | 95 | 108 | 101 | 93 | 99
(65) CC(=O)OC[C@H]1O[C@@H](OC[C@H]2O[C@@H](OC(=O)[C@@]34CC[C@]5(C)C(=CC[C@@H]6[C@@]7(C)CC[C@@H](O)C(C)(C)[C@@H]7CC[C@]65C)[C@H]3CC(C)(C)C(=O)C4)[C@H](O)[C@@H](O)[C@@H]2O)[C@H](O)[C@@H](O)[C@@H]1OC1OC(C)C(O)C(O)C1O (stereo not given in full)
  102 | 46 | 67 | 71 | 42 | 89 | 82 | 63 | 35
(66) Cn1ccnc1C(=O)/C=C/c1ccc(NC(=O)c2c(F)c(F)c(F)c(F)c2F)cc1
  106 | 101 | 133 | / | 80 | 113 | 101 | 107 | 101
(67) OC1c2ccccc2-c2ccc(N(Cc3ccc(Br)cc3)Cc3ccc(Br)cc3)cc21 (stereo not given)
  58 | 50 | 58 | / | 63 | / | 70 | 43 | 45
(68) CC(C)c1cccc(O)c1
  102 | 108 | 109 | 114 | / | 103 | 101 | 109 | /
(69) COc1coc(CO)cc1=O
  108 | 107 | 110 | 127 | 90 | 114 | 120 | 108 | 103
(70) COc1ccc(-c2ccc(NC(=O)Nc3cccc(C(F)(F)F)c3)c(C)n2)cc1OC
  83 | / | 80 | 78 | 75 | 61 | 79 | / | 69
(71) CCCCCCCCCCCCCCCCCC(=O)OCCCCCCCCCCCCC
  117 | 104 | 122 | 109 | 95 | 105 | 111 | 103 | 119
(72) C#CCOc1ccc(C(Nc2ccc(Cl)cc2)c2nnnn2C2CCCCC2)cc1OC (stereo not given)
  100 | 97 | 93 | / | 73 | 75 | 92 | 71 | 80
(73) O=C(CC(c1ccccc1)c1cccc2ccccc12)c1ccccc1 (stereo not given)
  87 | 91 | 98 | 108 | 67 | 89 | 96 | 79 | 95
